Screens from PubChem.
mcGAS lum – inhibitors of mouse cGAS. Q8C6L5. recombinant cGAS, Kinase-Glo ATP depletion luminescence. inhibition, % at 12.5 µM. actives 0.15% (n = 160,000);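 note: 0% = negative control wells and 100% = reference inhibitor with no enzyme activity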
NPYLR7 ag – mosquito NPYLR7 agonism. activation, % at 10 µM. actives 0.15% (n = 270,000). HEK293T NPYLR7/Galpha15, GCaMP6s calcium fluorescence. AID 1259423; in the data active = activation above about 40%;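 note: 0% = vehicle and 100% = reference agonist at the receptor; some compounds past the cut are filed as inactive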
hcGAS lum – human cGAS inhibition; inhibition, % at 12.5 µM; actives 0.081% (n = 290,000); recombinant h-cGAS, ATP depletion, Kinase-Glo luminescence;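 note: 0% = vehicle reaction and 100% = reaction without DNA for no activity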
Target sequence (Q8N884 whole entry, looked up): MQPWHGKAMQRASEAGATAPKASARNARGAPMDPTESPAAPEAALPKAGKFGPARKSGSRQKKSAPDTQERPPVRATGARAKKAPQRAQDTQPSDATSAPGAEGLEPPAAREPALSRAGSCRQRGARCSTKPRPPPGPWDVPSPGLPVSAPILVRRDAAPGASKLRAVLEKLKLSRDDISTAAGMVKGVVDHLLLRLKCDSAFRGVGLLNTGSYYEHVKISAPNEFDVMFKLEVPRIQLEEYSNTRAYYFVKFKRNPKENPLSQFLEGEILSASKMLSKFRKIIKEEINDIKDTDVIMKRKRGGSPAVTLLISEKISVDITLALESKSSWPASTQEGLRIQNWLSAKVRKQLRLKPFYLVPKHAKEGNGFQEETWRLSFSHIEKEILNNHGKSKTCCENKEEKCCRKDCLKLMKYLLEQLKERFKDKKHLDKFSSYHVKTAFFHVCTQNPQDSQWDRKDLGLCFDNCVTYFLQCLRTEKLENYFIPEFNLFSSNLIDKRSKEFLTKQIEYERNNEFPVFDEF
* marks the source's active call; other numbers are inactive results; · = not tested or not shown; & = joins results of further samples. Cut-off read from the data, not from the text of the source, unless noted: active = inhibition above about 40%; inactive = the rest.

SMILES	mcGAS lum	NPYLR7 ag	hcGAS lum
COCc1nc(-c2ccc(CN3CCN(C(=O)c4cc(C)on4)CC3)cc2)no1	-6	2	-5
O=C(CCS(=O)(=O)c1ccccc1)N(Cc1cccnc1)c1nc2ccc(F)cc2s1	2	-24	2
Cc1ccccc1Cn1cnc2c(cnn2CCNC(=O)c2ccc(S(=O)(=O)N(C)C)cc2)c1=O	-10	-2	-5
CC(CCc1ccccc1)NC(=O)c1csc(CSc2nnc(-c3ccncc3)n2-c2cccc(C(F)(F)F)c2)n1 (configuration not stated)	-3	-5	2
N[C@@H](Cc1c[nH]c2ccccc12)C(=O)N1CCn2cncc2C1	·	-2	-2
CCCN(CCc1c[nH]c2ccc(NC(=O)c3ccc(-c4ccccc4)cc3)cc12)CC1CC1	-4	5	-5
Clc1ccc(CSc2nc3ccncc3[nH]2)cc1	-6	4	-12
CC1=NS(=O)(=O)NC(C)=C1CCC(=O)NC(C)c1ccc(-c2ccccc2)cc1 (configuration not stated)	·	2	-11
Cc1cc(C)cc(C(=O)N(CCN2C(=O)c3ccccc3C2=O)c2ccc(C(C)(C)C)cc2)c1	-4	-9	-3
Cc1cccn2c(=O)nc(SCC(=O)Nc3cccc(F)c3)nc12	·	4	-5
C#CC[n+]1ccn2c(C)ccc2c1C	·	-15	-8
O=C(NC1CCCCCC1)C1CSCN1C(=O)c1c[nH]c2ccccc12 (configuration not stated)	-10	3	0
COc1ccc2sc(C(=O)NCCn3cnnc3C)c(C)c2c1	·	2	-9
CCc1nc2ccc(C(=O)NCCN3CCOCC3)cn2c1N(C)C(=O)COc1ccccc1	-2	-6	-4
Cc1cccc(-n2c(N3CCCC3)nc3cc(C(=O)O)ccc3c2=O)c1	·	-1	-7
Cc1c(NC(=O)OCCSc2nc(N(C)C)nc(N(C)C)n2)sc(=S)n1C	0	7	-3
Cc1nn(CN2CCN(c3ccccc3Cl)CC2)c(=S)s1	-7	0	1
CC(O)CNC(=O)C(=O)NCC1CCCO1 (configuration not stated)	·	1	-4
CCOC(=O)c1cc(=O)n(-c2ccc([N+](=O)[O-])cc2)[nH]1	-1	3	-4
CCOC(=O)C1CCN(C(c2ccncc2)c2c(O)cc(C)n(Cc3ccccc3)c2=O)CC1 (configuration not stated)	·	6	5
O=C(Nc1ccc(Cl)c(Cl)c1)N1CCN(c2ncccc2C(F)(F)F)CC1	·	1	-1
CCOCCn1nc(C)cc1C(=O)NCC1CN(C)CCN1C (configuration not stated)	-8	·	-21
COc1cc(OC)cc(OC(C)C(=O)Nc2ccc(F)cc2F)c1 (configuration not stated)	-2	-7	1
O=S(=O)(Nc1cccc(S(=O)(=O)N2CCCC2)c1)c1ccc(Br)cc1	·	2	-6
CCOC(=O)CNC(=O)N(CC(=O)N(Cc1ccccc1)Cc1sccc1C)C(C)CC (configuration not stated)	-4	15	-9
Cc1nc2c(c(=O)[nH]1)CCN(C(=O)c1n[nH]c3c1CC(C)CC3)C2 (configuration not stated)	·	5	-4
C=CCn1c(=O)c2c(nc3n2CCN3c2cccc(OC)c2)n(C)c1=O	-8	·	-12
CCC(C)NC(=O)Cn1cnc2scc(-c3ccccc3)c2c1=O (configuration not stated)	·	-6	-8
CCOC(=O)C(C#N)C(C#N)(C(=O)OCC)C1CCCCC1=O (configuration not stated)	0	-6	4
CCOC(=O)c1c(NC(=O)CSc2nnc3ccccn23)sc2c1CCCC2	-5	5	-4
C=CCN1CCN(c2cc(Oc3cccc(C)c3)ncn2)CC1	0	-8	4
Cc1cccc(-n2c(SCc3ccc(C(=O)NC4CC4)cc3)nnc2-c2cccnc2)c1	0	3	-3
O=C(O)c1ccc2c(c1)n(Cc1ccc(C(F)(F)F)nc1)c(=O)n2CC1CC1	·	4	-3
O=C(CC(c1cccc([N+](=O)[O-])c1)c1c[nH]c2cc(-c3ccccn3)ccc12)N1CCOCC1 (configuration not stated)	·	4	3
COCCNC(=O)C(C)n1c(=O)n(-c2ccc(F)cc2)c(=O)c2ccccc21 (configuration not stated)	-8	·	-2
Cc1ccc(S(=O)(=O)N2CCN(C(=O)c3csc4c3CCCC4)CC2)cc1C	-1	6	2
O=C(O)CN1C(=O)C(=NN2C(=O)CSC2=S)c2ccccc21	·	-3	43*
Cc1nc(Nc2ccc(NC(=O)c3ccc(F)cc3Cl)cc2)cc(-n2cccn2)n1	-7	-3	-2
CCC(C(=O)N1CCCOc2c(cccc2OC)C1)n1cccn1 (configuration not stated)	·	-2	-8
Cc1noc(C)c1CNC(=O)NC1CCN(CCN(C)C)CC1	-15	-6	-9
Nc1cc(=O)[nH]c(SCCCn2c(=O)[nH]c3ccccc32)n1	1	-1	2
O=C(Nc1cccnc1)c1cc2n(n1)C(C(F)(F)F)CC(c1ccc(Cl)cc1)N2 (configuration not stated)	·	-6	-5
O=C(Nc1cccc(Cl)c1)c1ccccn1	-11	-4	-8
[O-][n+]1cc(O)c(Br)c2ccccc21	·	-14	-1
Cn1c(=O)n(Cc2ccc(Cl)cc2)c(=O)c2c1nc1n2CCCN1Cc1ccco1	·	1	-6
CCN1C(=O)c2cccc3c(NC(=O)C4CCN(S(=O)(=O)c5cccs5)CC4)ccc1c23	-10	2	-7
CCCn1cnnc1CN(C)C(=O)c1nc2c(s1)CCCC2	·	6	-3
CCC(C(=O)NC1CCN(c2ccccc2C(=O)NCCc2ccc(OC)cc2)CC1)c1ccccc1 (configuration not stated)	-4	18	-3
CNCC(=O)Nc1cc(C)on1	·	1	-5
Cc1noc(C)c1C(=O)Nc1nccs1	0	2	3
Additional records.
SMILES	mcGAS lum	NPYLR7 ag	hcGAS lum
CCOc1ccc(C(=O)Oc2cc(C)[nH]c(=O)c2[N+](=O)[O-])cc1	-5	4	-4
CCc1ccccc1NC(=O)c1cn(C)c2c(=O)n(Cc3ccccc3)c(=O)[nH]c12	·	4	-6
CCOC(=O)N(C)c1c(CC)nc2ccc(C(=O)N(C)CCCN(C)C)cn12	-4	12	-6
COc1ccc(-c2cc(C(=O)NC3CCCCNC3=O)n3nc(C(C)(C)C)cc3n2)cc1 (configuration not stated)	-7	1	-7
Cc1noc(C)c1C(=O)NC1CC2CCC(C1)N2Cc1ccc2c(c1)OCO2 (configuration not stated)	-4	18	-3
S=C(NCCN1CCOCC1)NC1CCSc2ccccc21 (configuration not stated)	·	1	-4
CCN(C)S(=O)(=O)N1CCC(c2n[nH]c(=O)n2Cc2ccccc2)CC1	-18	3	-3
COc1cccc(OC)c1CN1CC(O)CN(S(=O)(=O)c2ccc(C)cc2)CC1=O (configuration not stated)	-5	14	4
O=C(c1ccc(CSc2ccc(C(F)(F)F)cn2)cc1)N1C2CCC1CC(Oc1ccc(F)cc1F)C2 (configuration not stated)	1	0	1
CCCCNC(=O)c1c(O)nc2cc(C)ccn2c1=O	-8	-4	-9
CCOc1cc(/C=C2/C(=N)N3N=C(c4cccs4)SC3=NC2=O)ccc1OS(C)(=O)=O	·	0	12
O=C(Nc1cc(C(F)(F)F)ccc1Cl)N1CC(=O)N2CCc3cc(F)ccc3C2C1 (configuration not stated)	-7	30	-10
Clc1cccc(-c2ccc3nnc(Cl)nc3c2)c1	·	23	-6
CN(Cc1ccc(Cl)c(Cl)c1)C(=O)CCn1c(=O)[nH]c(=O)c2ccccc21	·	3	-5
CCC(CC)C1CCN(C(=O)c2n[nH]c(=O)[nH]2)C1 (configuration not stated)	·	3	15
Cc1ccc(-c2nc(N(C)Cc3ccn[nH]3)ncc2-c2cccnc2)cc1	-8	3	-7
CC1(C2CCCN(C(=O)C3CC(=O)N(c4ccccc4Cl)C3)C2)NC(=O)NC1=O (configuration not stated)	·	6	-4
O=C(NCc1ccccc1CN1CCOCC1)c1n[nH]c2ccccc12	-18	-4	-4
Cc1ccccc1C1CCCN1C(=O)C(C)(C)NC(=O)c1cccs1 (configuration not stated)	·	-3	50*
OC[C@@H]1CCCN1Cc1nc(-c2ccc3c(c2)OCO3)no1	·	-23	-2
COc1ccc(CC(=O)N2CCN(C(=O)CCCCSc3nnc(Cc4ccccc4)n3-c3ccccc3C)CC2C)cc1 (configuration not stated)	5	·	7
O=S(=O)(c1cc(F)cc(F)c1)N1CCCC1c1ccc[nH]1 (configuration not stated)	-9	-2	-6
Cc1nc(CC2CCN(Cc3cc4n(n3)CCNC4)CC2)no1	2	4	3
C=CCN(CC=C)C(=S)NC(=O)c1ccc(C)cc1	·	-6	-8
COCC(C)NC(=O)Nc1c[nH]c2ccccc12 (configuration not stated)	-12	0	-11
O=C1OC(c2ccco2)=N/C1=C\c1ccc(OCc2ccccc2)cc1	-4	-2	-3
Cc1cc(C)cc(NC(=O)Nc2c(C)nc3cc(C)ccn3c2=O)c1	-11	13	-8
CCOC(=O)c1cc(-c2ccc(N3CCN(C(=O)c4ccno4)CC3)cc2)n(-c2ccc(F)cc2)n1	-5	-3	-3
Cc1nc2ccccc2nc1N1CCCN(CC(=O)NC(C)C)CC1	·	6&-1	-4&2
COc1ccc(CCN(Cc2cccs2)C(=O)CN(C(=O)Nc2ccc(C)c(Cl)c2)C2CC2)cc1OC	-4	-3	-9
Cc1cc(C(=O)N(CC(N)=O)C2CCCC2)nn1-c1ccccc1	·	9	-13
O=C(CCn1cnc2c([nH]c3ccccc32)c1=O)N1CCN(c2ccccn2)CC1	-8	·	-9
O=C(c1cc(F)c(F)cc1F)N1CCOc2ccc(CN3CCc4sccc4C3)cc2C1	-13	15	-11
OC1CCN(CCn2ccnc2-c2cccc3c2oc2ccccc23)CC1	-13	12	-5
O=C(Cn1cnc([N+](=O)[O-])n1)NC1CCCCC1	-6	-7	-2
Cc1cc(C)cc(N(C)S(=O)(=O)c2ccc(OCC(=O)O)cc2)c1	·	14	-10
CCCN(Cc1c(-c2ccccc2F)noc1N1CCOCC1)C(=S)NCC	-1	6	-2
CC1(C(=O)Nc2cccc3c2CCCC3)CCN1C(=O)Cc1ccsc1 (configuration not stated)	0	-1	-3
Cc1ccc(C2(O)CCN(c3nc(-c4ccccc4)nc4c3CCC4)CC2)nc1	·	-7	-5
CC1CNC(=O)CCN1Cc1cn[nH]c1C(=O)O (configuration not stated)	·	23	-7
CCN(CC)CCCC(C)NC(=O)c1c(C)noc1-c1cccc(F)c1 (configuration not stated)	-8	1	-4
COc1ccc(C(=O)N2CCSC23CCN(C(=O)c2ccc(C)c([N+](=O)[O-])c2)CC3)cc1	-4	-6	-3
COc1ccc(-c2cc(C(=O)N3CCN(C(=O)N4CCCCC4)CC3)c3ccccc3n2)cc1OC	·	3	-7
Cc1ccc(S(=O)(=O)Nc2ccnc(C(=O)Nc3ccc(F)cc3F)c2)cc1	·	-4	-6
Cc1cc(=O)[nH]c(-n2nc(-c3cccs3)cc2NC(=O)c2cccs2)n1	·	-1	-11
c1ccc(CCc2noc(CN3CCC(N4CCSCC4)CC3)n2)cc1	·	0	-5
CC(C)NC(=O)N(Cc1c(-c2ccccc2F)noc1N1CCOCC1)CC1CCCO1 (configuration not stated)	-7	7	-3
Cc1noc(C)c1CCC(=O)OC(C)C(=O)N1c2ccccc2NC(=O)C1(C)C (configuration not stated)	·	8	-7
CN(C)c1ncnc2[nH]ncc12	·	0	-10
CCS(=O)(=O)N(C)c1ccc(F)cc1OC	·	2	-5
(listing goes on)
SMILES	mcGAS lum	NPYLR7 ag	hcGAS lum
O=c1[nH]nc(CCc2nc3ccccc3[nH]2)n1Cc1ccccc1	·	4	-2
CCN(CC)CCn1c(N)cc(=O)[nH]c1=O	·	-7	-13
CC(C)COC(C)c1noc(Cn2cc(Br)cn2)n1 (configuration not stated)	·	2	-10
CCCCCN(Cc1ccc(F)cc1)C(=O)c1cccc(C(N)=O)c1	-5	-2	1
COc1cn(CC(=O)NCC2CCCO2)c(CN2CCN(c3ccccc3)CC2)cc1=O (configuration not stated)	-7	-5	-1
Cn1c(S(=O)(=O)Nc2cccc(S(=O)(=O)N3CCOCC3)c2)cnc1Cl	·	-7	-7
CC(C)(C)P(=Nc1ccc([N+](=O)[O-])cc1)(c1ccncc1)N1CCCC1 (configuration not stated)	-1	-1	-1

Structural class, the entries above containing a Cl atom.
SMILES	mcGAS lum	NPYLR7 ag	hcGAS lum
Clc1ccc(CSc2nc3ccncc3[nH]2)cc1	-6	4	-12
Cc1nn(CN2CCN(c3ccccc3Cl)CC2)c(=S)s1	-7	0	1
O=C(Nc1ccc(Cl)c(Cl)c1)N1CCN(c2ncccc2C(F)(F)F)CC1	·	1	-1
Cc1nc(Nc2ccc(NC(=O)c3ccc(F)cc3Cl)cc2)cc(-n2cccn2)n1	-7	-3	-2
O=C(Nc1cccnc1)c1cc2n(n1)C(C(F)(F)F)CC(c1ccc(Cl)cc1)N2 (configuration not stated)	·	-6	-5
O=C(Nc1cccc(Cl)c1)c1ccccn1	-11	-4	-8
Cn1c(=O)n(Cc2ccc(Cl)cc2)c(=O)c2c1nc1n2CCCN1Cc1ccco1	·	1	-6
O=C(Nc1cc(C(F)(F)F)ccc1Cl)N1CC(=O)N2CCc3cc(F)ccc3C2C1 (configuration not stated)	-7	30	-10
Clc1cccc(-c2ccc3nnc(Cl)nc3c2)c1	·	23	-6
CN(Cc1ccc(Cl)c(Cl)c1)C(=O)CCn1c(=O)[nH]c(=O)c2ccccc21	·	3	-5
CC1(C2CCCN(C(=O)C3CC(=O)N(c4ccccc4Cl)C3)C2)NC(=O)NC1=O (configuration not stated)	·	6	-4
COc1ccc(CCN(Cc2cccs2)C(=O)CN(C(=O)Nc2ccc(C)c(Cl)c2)C2CC2)cc1OC	-4	-3	-9
Cn1c(S(=O)(=O)Nc2cccc(S(=O)(=O)N3CCOCC3)c2)cnc1Cl	·	-7	-7
